Assay outcomes from PubChem BioAssay.
ERAP1 inh – human ERAP1 aminopeptidase inhibitors, primary screen, biochemical, single point, plate reader. recombinant ERAP1, Leu-AMC fluorescence, 60 min. inhibition, % at 10.7 µM. 0.15% of 340,000 active. Endoplasmic reticulum aminopeptidase 1 (Homo sapiens), Q9NZ08;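 active = mean replicate inhibition of at least 30%, or all replicates individually reaching that 30% level; inactive = mean below 30% and not every replicate reaching it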;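 note: 0% = neutral control wells and 100% = L-leucinethiol positive control wells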
esBAF inh – Bmi1 luciferase reporter increase in mESCs, primary screen, esBAF inhibitor project, mouse ES cells, Bmi1 luciferase knock-in, single point; 24 h; 100% = twice the neutral-well signal; 2% of 350,000 active; reporter increase, % at 12.5 µM; in the data active = activation above about 40%; inconclusive = no clear call, values can overlap the other calls;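 note: 0% = median of the plate's neutral control wells and 100% = double that signal; a rise in the Bmi1 reporter signal indicates esBAF inhibition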
Xi reactivation – activators of inactive X chromosome reactivation, primary screen, imaging, XiGFP fibroblasts, GFP high-content imaging, set 2 | XiGFP mouse fibroblasts, % GFP-positive cells imaging, 3 d; cells co-treated with 5-aza-dC sensitizer; scaled so ellipticine positive control = 100% | activation, % at 7.58 µM | 0.055% of 360,000 active;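 active = mean normalized replicate activation at least 10% and every replicate at or above 10%; inconclusive = only one of the two criteria met; inactive = mean below 10% and not all replicates reach 10%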;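 note: 0% = median of on-plate neutral control wells and 100% = ellipticine 6 µM median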
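material = 68-5-11 XiGFP fibroblast line | medium = DMEM plus 5-aza-dC sensitizer | schedule = 3 days compound exposure | benchmarks = positive control ellipticine, 6 µM final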
RAD54 inh – inhibitors of human RAD54 branch migration, primary screen, biochemical, fluorescence, single point; 0.14% of 360,000 active; AID 602329, 2012; inhibition, % at 10.4 µM; RAD54 Holliday junction branch migration, FAM/BHQ fluorescence;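 active = mean normalized replicate activity at least 40 and at least half of replicates scoring 40 or more; inconclusive = only one of the two criteria met; inactive = mean below 40 and under half of replicates reaching 40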;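 note: 0% = median of neutral control wells and 100% = median of positive control wells; inhibitors cause a drop in the FAM fluorescence signal; in these data hits start at about 50%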
E-sel inducer – E-selectin induction in HUVECs, primary screen, imaging, HUVEC, immunofluorescence imaging, single point. normalized: neutral wells 0, TNF-alpha wells 100. P16581. 0.37% of 260,000 active. AID 686992, 2013. activation, % at 7.58 µM;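 active = mean E-selectin-positive cell signal at least 10% of the positive control, reached in at least 60% of replicates, without over 20% cell loss; inconclusive = no rule given, readout overlaps actives, possibly toxicity-flagged; inactive = the rest, including those meeting only one limit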;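 note: in these data hits start at about 27%; measured in HUVEC primary endothelial cells; signal is the percent of cells scored E-selectin positive by PE staining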
Target sequence (P16581 whole entry, looked up): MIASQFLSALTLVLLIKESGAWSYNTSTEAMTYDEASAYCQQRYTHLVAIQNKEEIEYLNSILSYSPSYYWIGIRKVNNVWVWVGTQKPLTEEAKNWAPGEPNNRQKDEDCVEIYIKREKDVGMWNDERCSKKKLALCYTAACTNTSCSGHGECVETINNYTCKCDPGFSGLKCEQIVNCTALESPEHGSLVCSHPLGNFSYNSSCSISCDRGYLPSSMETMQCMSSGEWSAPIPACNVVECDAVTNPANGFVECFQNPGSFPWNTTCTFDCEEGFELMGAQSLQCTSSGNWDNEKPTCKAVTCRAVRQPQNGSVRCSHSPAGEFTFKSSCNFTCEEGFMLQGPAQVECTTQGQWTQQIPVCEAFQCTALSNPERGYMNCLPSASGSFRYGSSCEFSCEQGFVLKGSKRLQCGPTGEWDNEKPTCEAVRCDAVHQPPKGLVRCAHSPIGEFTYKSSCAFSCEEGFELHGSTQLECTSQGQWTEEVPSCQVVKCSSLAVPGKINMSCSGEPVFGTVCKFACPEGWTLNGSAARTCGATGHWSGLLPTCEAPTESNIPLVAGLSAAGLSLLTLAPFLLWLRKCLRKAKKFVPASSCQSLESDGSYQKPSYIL
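Assay system: HUVEC, human umbilical vein endothelial cells / Amount: 3,000 HUVEC/well / Controls: TNF-alpha positive control, DMSO neutral control / Compound dosing: single concentration / Medium: EGM-2 over gelatin coat / Evaluation: percent E-selectin-positive cells / Signal: immunofluorescence imaging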
RAD52 inh – RAD52 DNA annealing inhibitors, primary screen, biochemical, FRET, single point, set 2 | DNA repair protein RAD52 homolog (Homo sapiens), P43351 | inhibition, % at 18.7 µM | 0.46% of 360,000 active | recombinant RAD52 DNA annealing, FRET fluorescence | AID 651710, 2012;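 active = every replicate showing at least 50% inhibition; inconclusive = mean inhibition at least 50% but not in every replicate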
Target sequence (P43351 whole entry, looked up): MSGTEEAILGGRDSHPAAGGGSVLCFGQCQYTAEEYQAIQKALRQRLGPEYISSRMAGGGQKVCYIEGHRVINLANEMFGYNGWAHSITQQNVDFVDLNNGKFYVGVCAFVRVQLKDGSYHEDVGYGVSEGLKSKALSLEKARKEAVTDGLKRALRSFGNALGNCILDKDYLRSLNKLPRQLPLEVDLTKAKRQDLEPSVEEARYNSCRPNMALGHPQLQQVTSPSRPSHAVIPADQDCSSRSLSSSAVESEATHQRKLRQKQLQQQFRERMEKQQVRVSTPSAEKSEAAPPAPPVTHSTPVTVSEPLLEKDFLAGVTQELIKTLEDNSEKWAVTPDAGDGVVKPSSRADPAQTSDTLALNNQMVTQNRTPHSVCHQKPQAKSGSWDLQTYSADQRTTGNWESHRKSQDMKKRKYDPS
S100A4 inh HTS – inhibitors of S100A4-myosin IIA peptide binding, primary screen, biochemical, fluorescence polarization, TAMRA-MyoIIA peptide. Protein S100-A4 (Homo sapiens), P26447. inhibition, % at 10.7 µM. 0.14% of 360,000 active;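 active = mean inhibition of at least 70% across replicates, with every replicate also reaching that level; inconclusive = mean inhibition reaches 70% but some replicates fall short; inactive = mean inhibition below 70%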
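assay system = human S100A4 monomer with TAMRA-labelled myosin IIA peptide | also added = labelled myosin peptide probe, 5 nM | incubation = 5 min between mix addition and reading | control set = DMSO and TFP controls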
ERp5 inh – inhibitors of ERp5-driven insulin aggregation, primary screen, biochemical, turbidity, absorbance 650 nm, single point | 90 min | 0.05% of 350,000 active | inhibition, % at 9.99 µM | AID 651711, 2012;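 active = mean replicate inhibition above about 25%, with every replicate also reaching it, limit read from the data, passing the limit was not always enough; inconclusive = only one of those two criteria met; inactive = neither criterion met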
An asterisk follows results filed as active; ? = inconclusive; . = no result given; & = joins results of further samples.

SMILES	ERAP1 inh	esBAF inh	Xi reactivation	RAD54 inh	E-sel inducer	RAD52 inh	S100A4 inh HTS	ERp5 inh
CCC1COCCS(=O)(=O)N1Cc1cccc(C(F)(F)F)c1 (centres undefined)	7.5	-0.1	0.0	-6.1	0.0	-2.1	1.9	-9.4
Cc1ccc(NS(=O)(=O)c2ccc(C)c(NC(=O)c3ccc(S(=O)(=O)N4CCCCCC4)cc3)c2)c(C)c1	-4.0	4.7	0.3	1.9	0.0	-23.0	4.8	1.9
Cc1ccccc1N1CCN(C2CCCN(C(=O)c3snnc3C)C2)CC1 (centres undefined)	-0.4	-0.9	0.1	4.0	-0.3	-0.9	-3.0	2.4
O=C(c1ccc(NC(=S)NCc2ccco2)cc1)N1CCCCC1	3.9	.	0.2	.	.	-23.6	-1.1	4.1
C[C@H](NC(=O)c1nc[nH]c1C(=O)NCC(=O)OCc1ccccc1)c1ccccc1	1.7	-4.2	0.1	-0.5	.	-3.8	3.0	-0.2
COc1ccc(S(=O)(=O)Nc2ccc3c(c2)[C@@H]2C[C@@H](CC(=O)NCC4CC4)O[C@@H](CO)[C@@H]2O3)cc1	1.7	-1.7	-0.1	11.3	-0.1	8.0	14.2	-2.0
O=C(c1csc2c1CCCC2)n1cccn1	4.3	2.4	-0.1	3.4	.	-8.5	8.4	2.2
C[C@@H]1CN([C@H](C)CO)C(=O)c2cc(NC(=O)Nc3cccc4ccccc34)ccc2O[C@@H]1CN(C)C(=O)Nc1ccc(C(F)(F)F)cc1	-1.4	-5.7	0.4	5.0	-1.9	-9.1	-6.4	-5.6
O=C(CCc1ccccc1)NCc1ccc2c(c1)OCO2	0.6	-1.0	0.1	0.0	.	-15.2	-7.6	-0.4
COc1ccc(-c2ccc([C@H]3[C@H](CO)N4C(=O)CN(C(=O)NC(C)C)C[C@@H]34)cc2)cc1	-2.9	.	0.1	.	-0.1	5.4	-12.4	1.6
Cc1nn(C)c(C)c1CCC(=O)NC1CC(C)(C)Cc2c1cnn2-c1ccccc1 (centres undefined)	-3.0	-4.6	-0.1	-15.8	0.2	-1.0	0.9	0.8
CC1C=NC(S(=O)(=O)N2CC[C@@H]3[C@H](CO)N(C)c4ccc(-c5ccccc5)cc4[C@@H]32)=N1 (some centres undefined)	0.9	12.9	0.0	1.4	-0.2	7.4	12.5	0.1
C[C@@H](NC(=O)OC(C)(C)C)c1nnc(S(=O)(=O)Cc2ccccc2)o1	-0.3	.	5.3	.	1.0	-10.4	-0.5	7.6
COc1ccc2c3c([nH]c2c1)[C@H](CO)N(C(=O)C1CCC1)CC31CCN(C(=O)NC(C)C)CC1	2.0	.	-0.1	.	-0.2	3.8	-47.0	-12.8
COc1ccc(NC(=O)C2(C)Cc3c(-c4ccc(C(N)=O)cc4)ccnc3O2)cc1OC (centres undefined)	3.6	-4.0	0.0	2.9	1.1	-22.2	2.2	-4.2
COc1cccc(CC2(CO)CCCN(Cc3cn[nH]c3-c3ccc(F)cc3)C2)c1 (centres undefined)	-4.6	.	0.6	.	.	-17.1	-1.5	1.8
Oc1ccc(-c2nccs2)cc1	-0.3	13.9	0.1	-7.8	.	4.5	-3.5	-10.7
COc1cccc(CNC(=O)c2cc3c(c(-c4cccc(-c5ccncc5)c4)n2)[C@H](CCO)N([S@@](=O)C(C)(C)C)C3)c1	0.8	-3.3	0.0	4.5	0.8	22.8	-10.8	-3.0
O=S(=O)(c1ccc(F)cc1)N1CCCN(c2nccc(C(F)(F)F)n2)CC1	.	-5.9	0.0	-2.3	30.5*	-0.9	-2.8	-4.6
C[C@H]1CCCCO[C@@H](CN(C)C)[C@@H](C)CN([C@@H](C)CO)C(=O)c2cc(NS(=O)(=O)c3ccc(Cl)cc3)ccc2O1	0.0	-1.7	-0.1	0.1	-0.1	1.7	-3.1	2.8
O=S(=O)(CCNCc1ccco1)NC1CCCCC1	4.4	9.7	0.2	-1.5	-0.2	-13.1	-2.9	-0.5
CCC(=O)N1[C@@H](CO)[C@@H](c2ccccc2)[C@@H]1CN(CC)C(=O)c1ccccc1	0.3	-2.1	0.3	-5.9	0.2	-9.9	-5.9	-2.1
O=C1C[C@@H]2c3c(cccc3CN1Cc1ccccc1)C[C@@H](O)[C@H]2O	-3.5	-1.4	0.4	4.6	0.1	-8.8	-7.9	6.8
CC(C)c1nnc(NC(=O)COc2ccc3ccccc3c2)s1	3.0	5.2	0.2	2.0	.	-7.5	-0.4	-3.8
COc1cc(C(=O)c2cocc2C(=O)c2ccc3c(c2)OCO3)cc(OC)c1OC	0.1	-17.2	1.8	0.7	.	3.7	4.3	2.2
COCC(=O)N(C)C[C@@H]1Oc2cc(C#CC3CC3)ccc2S(=O)(=O)N([C@@H](C)CO)C[C@@H]1C	-2.0	0.1	-0.2	-2.7	0.1	0.9	-77.3	-3.3
CCC(=O)Nc1ccc2c(c1)C(=O)N(C)[C@@H]1CC[C@@H](CC(=O)NCCN3CCCCC3)O[C@@H]1CO2	0.2	-3.9	0.1	-4.6	-0.1	3.0	-2.2	-11.7
C[C@@H]1CCCCO[C@@H](CN(C)C(=O)Nc2ccc3c(c2)OCO3)[C@@H](C)CN([C@@H](C)CO)C(=O)c2cc(NC(=O)CCCN(C)C)ccc2O1	-2.4	.	0.5	.	0.0	-1.8	-3.0	1.6
Cc1ccc(-c2ccc([C@H]3[C@@H](CO)N4CCCCN(C(=O)Nc5ccccc5)C[C@@H]34)cc2)cc1	-2.2	.	0.0	-2.3	-0.7	-13.0	2.0	8.4
Cc1ccc(S(=O)(=O)N2CCN(C(=O)COC(=O)COc3ccc(Cl)cc3)CC2)c(C)c1	3.0	-1.3	-0.1	-2.5	-0.1	9.5	5.9	-0.9

Quoted at random: 2 entries already listed
SMILES	ERAP1 inh	esBAF inh	Xi reactivation	RAD54 inh	E-sel inducer	RAD52 inh	S100A4 inh HTS	ERp5 inh
CC(C)c1nnc(NC(=O)COc2ccc3ccccc3c2)s1	3.0	5.2	0.2	2.0	.	-7.5	-0.4	-3.8
Cc1ccc(S(=O)(=O)N2CCN(C(=O)COC(=O)COc3ccc(Cl)cc3)CC2)c(C)c1	3.0	-1.3	-0.1	-2.5	-0.1	9.5	5.9	-0.9

Going on with the list.
SMILES	ERAP1 inh	esBAF inh	Xi reactivation	RAD54 inh	E-sel inducer	RAD52 inh	S100A4 inh HTS	ERp5 inh
O=C1NC(c2ccccc2)c2c(-c3ccccc3)n[nH]c21 (centres undefined)	1.5	.	0.5	.	-0.1	4.4	1.5	-1.7
O=C(CSc1ccc2ccccc2n1)N/N=C/c1ccccc1O	0.0	15.8	-0.1	8.2	-0.1	-13.0	-0.4	-0.5
CCCCCc1c(-c2cccc(Cl)c2)ncn1CCc1ccccc1OC	-1.6	.	0.1	.	0.0	11.6	-5.0	1.7
C[C@H](O)C#Cc1cnc2c(c1)C(=O)N([C@@H](C)CO)C[C@@H](C)[C@H](CN(C)C(=O)Cc1ccncc1)O2	5.0	-1.4	0.0	5.5	-0.9	-23.6	-3.9	-5.5
C[C@@H]1CN([C@H](C)CO)C(=O)c2cc(C#CCC3CCCC3)cnc2O[C@H]1CN(C)C(=O)CN(C)C	.	-0.1	-0.5	-2.4	0.3	41.5	.	4.5
CC(C)Sc1nnc(SCC(=O)N(C)C2CCS(=O)(=O)C2)s1 (centres undefined)	2.0	3.1	1.0	-2.5	.	0.9	0.6	8.7
COc1cc(-c2cc(=O)c3ccccc3o2)ccc1O	-0.6	38.3	.	14.1	.	-27.7	-1.8	0.4
Cc1ccc(S(=O)(=O)NCc2nnnn2-c2ccc(F)cc2)cc1	1.2	-4.6	0.1	-11.2	.	4.4	-2.8	2.4
Cc1noc(C)c1S(=O)(=O)N(C)C[C@@H]1Oc2ccc(NS(=O)(=O)c3cn(C)cn3)cc2CC(=O)N([C@@H](C)CO)C[C@@H]1C	-0.9	-0.3	-0.6	2.5	-0.2	-1.7	8.5	0.1
O=P(c1ccccc1)(c1ccccc1)c1nc(-c2ccc(Cl)cc2)oc1N1CCOCC1	-0.1	-3.5	-0.1	-24.0	0.1	-4.4	-1.6&4.6	6.9
CC(Oc1cccc(Cl)c1)C(=O)Nc1cc(S(=O)(=O)N2CCOCC2)ccc1N1CCCCC1 (centres undefined)	2.1	.	0.0	.	.	15.8	0.2	-3.3
Cc1ccc(Cn2c(C)c(C(=O)NCc3ccccc3C(F)(F)F)sc2=O)cc1	.	-6.8	1.0	-1.8	.	-12.4	0.4	-4.0
Cc1cc(C2=NNC(=NC3CC3)SC2)c(C)n1-c1ccccc1F	-2.6	.	0.1	.	.	-6.6	-5.3	-1.7
Cc1ccc(CNC(=O)C(CC(C)C)OC(=O)c2ccco2)cc1 (centres undefined)	2.6	0.3	0.2	11.8	0.0	-2.7	-3.7	1.1
COc1ccc(Nc2nnc(SCC(=O)N3CC(=O)Nc4ccccc43)s2)cc1	-0.9	.	0.1	.	-0.1	-7.9	-6.4	-2.0
O=C(C[C@H]1C[C@H]2c3cc(NC(=O)c4ccc5c(c4)OCO5)ccc3O[C@H]2[C@@H](CO)O1)NCc1cc(F)ccc1F	-2.3	4.1	0.0	-5.0	-0.2	13.8	13.0	-0.1
CC(C)c1ccc(NC(=O)C(c2ccccc2)N2CCOCC2)cc1 (centres undefined)	.	6.0	-0.1	-0.2	-0.3	-54.8	4.6	9.5
Cc1cccc(C)c1NC(=O)C[N+](C)(C)CC(O)COc1cccc2ccccc12 (centres undefined)	-0.6	.	0.0	.	.	49.7	-1.2	5.5
C[C@H]1CN([C@@H](C)CO)C(=O)c2cccc(NC(=O)Nc3ccc(F)cc3)c2O[C@H]1CN(C)Cc1ccc(Oc2ccccc2)cc1	3.9	3.2	0.1	2.8	0.1	31.0	7.3	-2.9
O=C(Nc1cccc(Cl)c1)ON=C1c2ccccc2-c2ccccc21	-9.0	10.1	.	.	.	-5.5	5.8	?
C[C@H]1CCCCO[C@H](CN(C)C(=O)Nc2cccc3ccccc23)[C@@H](C)CN([C@@H](C)CO)C(=O)c2cc(NC(=O)Cc3ccccc3)ccc2O1	-3.3	17.6	0.2	3.5	0.4	-47.1	7.3	19.2
COc1cccc(CN2CCN(Cc3cc4ccccc4[nH]3)CC2CCO)c1 (centres undefined)	-1.7	-8.5	0.2	.	.	-41.3	-3.0	-4.4
CSC1=NCCN1C(=O)c1ccc(C)cc1	-1.6	.	0.1	.	-0.1	-4.5	-1.3	3.6
CCc1ccc(-c2cc(C)no2)cc1S(=O)(=O)NCCN1CCC(C)CC1	-2.4	-2.9	0.1	1.9	.	-15.8	-8.8	2.2
CC(C)(C)OC(=O)N(Cc1ccccc1)Cc1ccccc1OCc1cccc(NC(=O)C2CC2)c1	6.6	-12.4	0.1	13.2	-0.2	-10.2	0.0	1.5

Compounds as they come (roughly 2.5% active in at least one column).
